Source: PubChem
HIF act: HIF pathway transcriptional activation | U2OS HRE-luciferase reporter, luminescence; normalized: DMSO 0%, desferrioxamine 100% | 300,000 compounds, 0.32% hits | activation, % at 7.5 µM (by protocol);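 active = mean activation of at least 10% of the iron chelator positive control signal, with at least half of replicates also reaching 10%; inconclusive = mean and replicate majority disagree about reaching 10%; inactive = mean and most replicates under 10%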
AI-2 QS mod: modulators of Vibrio harveyi AI-2 quorum sensing system; activity change, % at 7.5 µM; 300,000 compounds, 0.4% hits; AID 2094; Vibrio harveyi JMH597 AI-2 luminescence/OD600 ratio, 9 h; hits give low values; strain lacks LuxN and CqsS sensors; 0 = neutral-control median; in the data active = activity change below about -75%, passing the limit was not always enough; inconclusive = no clear call, values can overlap the other calls;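 note: luminescence divided by OD600 gain over 9 h not by final OD600 alone; inactives centre near 13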
IEC-6 tox: IEC-6 cytotoxicity, counter-screen for KLF5 inhibitors. luminescence viability. inhibition, % at 5 µM. 290,000 compounds, 0.78% hits; in the data active = inhibition above about 22%;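 note: 0% = plate median of test compound wells and 100% = cytotoxic reference compound wells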
HSF1 inhib: HSF1 inhibition; NIH3T3-HGL HSE-luciferase, MG132-induced, luminescence 8 h; hits give low values; activity change, negative = inhibition, % at 7.5 µM (by protocol); 300,000 compounds, 0.77% hits; AID 2098;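 active = more than half of replicate wells show activity change below -50%, luminescence cut by over half; inconclusive = some wells, but at most half, below -50%; inactive = no replicate well below -50%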;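 note: luciferase reports HSF-1 transcriptional activity via heat shock element; 0% = median of DMSO wells and -100% = zero luminescence signal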
KLF5 inhibitor: kruppel-like factor 5 inhibition. DLD-1 KLF5 promoter-luciferase reporter, luminescence. inhibition, % at 5 µM. 290,000 compounds, 0.23% hits;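 active = inhibition above a per-plate limit of that plate's mean compound inhibition plus 3 SD, cut at about 60% in these data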;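 note: 0% = DMSO wells and 100% = LY294002 at 200 µM; higher means less KLF5 promoter-driven luciferase light; inactives centre near -14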
aSyn UTR inh: MLPCN primary screen, SNCA 5' untranslated region | inhibition, % (tested at 7.5 µM) | 300,000 compounds, 0.82% hits | alpha-synuclein 5'UTR reporter, inhibitor activity; in the data active = inhibition above about 60%; inconclusive = no clear call, values can overlap the other calls;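 note: H4 neuroglioblastoma cells stably carrying SNCA 5'UTR luciferase fusion; 0% = DMSO wells and 100% = positive control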
GSK3B inh: human GSK3beta kinase inhibition; GST-GSK3beta kinase, ADP-Glo luminescence, 60 min; hits give low values; 300,000 compounds, 0.038% hits; activity score (negative = inhibition), % at 10 µM;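 active = more than half of replicate wells score below -50%, meaning over 50% inhibition versus plate controls; inconclusive = some replicates but at most half score below -50%; inactive = no replicate scores below -50%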;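 note: 0% = median DMSO wells and -100% = median GW8510 positive control wells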
Target sequence (P49841 whole entry, looked up): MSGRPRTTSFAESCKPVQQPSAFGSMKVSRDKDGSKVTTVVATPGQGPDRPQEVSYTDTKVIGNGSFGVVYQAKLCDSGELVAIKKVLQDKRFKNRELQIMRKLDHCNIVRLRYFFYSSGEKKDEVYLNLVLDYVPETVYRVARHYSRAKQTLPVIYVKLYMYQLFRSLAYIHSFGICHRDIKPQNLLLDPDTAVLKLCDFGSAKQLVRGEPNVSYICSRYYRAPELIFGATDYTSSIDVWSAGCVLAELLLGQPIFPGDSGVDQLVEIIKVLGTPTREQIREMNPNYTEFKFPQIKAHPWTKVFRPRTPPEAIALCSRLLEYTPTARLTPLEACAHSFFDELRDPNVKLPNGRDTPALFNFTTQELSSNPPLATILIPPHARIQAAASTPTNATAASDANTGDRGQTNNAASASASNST
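Test system: GST-tagged human GSK3beta kinase, cell-free; evaluation: activity score scaled between in-plate DMSO and GW8510 controls; measured by: ADP-Glo luminescence; incubation: 60 min reaction, RT; benchmarks: DMSO and 20 µM GW8510; reagent: peptide substrate plus 25 µM ATP (final); medium: Tris/MgCl2 kinase buffer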
GSK3 alpha inh: human GSK-3 alpha kinase inhibition | P49840 | ADP-Glo luminescence, 60 min | inhibition, % at 10 µM | 320,000 compounds, 0.1% hits | AID 2650;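 in the data active = inhibition above about 50%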;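 note: GST-tagged GSK-3 alpha with peptide substrate and 25 µM ATP; 0% = DMSO neutral wells and 100% = GW8510 positive control wells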
Target sequence (P49840 whole entry, looked up): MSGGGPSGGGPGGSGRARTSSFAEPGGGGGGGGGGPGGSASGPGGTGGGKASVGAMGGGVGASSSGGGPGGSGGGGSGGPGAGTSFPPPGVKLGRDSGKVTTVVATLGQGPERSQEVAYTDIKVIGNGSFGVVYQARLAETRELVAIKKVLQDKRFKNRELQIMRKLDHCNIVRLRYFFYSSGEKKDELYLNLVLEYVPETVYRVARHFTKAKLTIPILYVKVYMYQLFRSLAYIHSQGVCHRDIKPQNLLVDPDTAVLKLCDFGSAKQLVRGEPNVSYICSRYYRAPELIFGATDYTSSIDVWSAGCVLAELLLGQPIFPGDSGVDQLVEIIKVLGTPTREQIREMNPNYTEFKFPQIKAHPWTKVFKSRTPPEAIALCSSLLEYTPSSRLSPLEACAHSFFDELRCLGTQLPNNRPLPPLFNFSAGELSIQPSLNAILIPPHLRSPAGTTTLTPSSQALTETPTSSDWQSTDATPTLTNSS
HSF1 activator: increases HSF-1 driven luciferase reporter signal. NIH3T3-HGL HSF-1 luciferase reporter, MG132, 8 h; 100% = twice DMSO control signal. activation, % at 9 µM. 300,000 compounds, 1.7% hits. AID 504408;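 active = mean replicate activation of at least 50% with a set share of replicates each reaching 50%; inconclusive = only one of those two conditions met; inactive = mean below 50% and too few replicates reaching it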;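 note: 0% = median of the neutral control wells and 100% = twice that signal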
HSP90 inh: HSP90 refolding inhibition in rabbit reticulocyte lysate; luciferase refolding luminescence, 3 h; inhibition, % at 5.6 µM; 290,000 compounds, 0.91% hits; AID 1789;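 active = inhibition above the screen-wide mean plus 3 SD, computed separately per campaign, cut at about 16% in these data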;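 note: 0% = DMSO wells and 100% = 60 µM geldanamycin wells; inhibitors lower the luminescence because luciferase stays unfolded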
Active calls of the source: *; ? = inconclusive; . = no result given; & = joins results of further samples. Not a hit list. Share with any hit: about 4.7%.

SMILES,HSP90 inh,IEC-6 tox,HIF act,KLF5 inhibitor,GSK3B inh,HSF1 activator,aSyn UTR inh,AI-2 QS mod,GSK3 alpha inh,HSF1 inhib
CC(=O)NCCN1C(=O)S/C(=C\c2cccs2)C1=O,-3,-3,1.1,-35,1,9,-10,16,-1,-2
CN1CCC(OC(=O)COc2ccccc2)CC1,0,-3,-0.3,-26,3,7,7,6,-2,-4
CCc1ccccc1NC(=O)CSc1nnc([C@@H](NC(=O)OC(C)(C)C)C(C)C)o1,-1,-3,-0.1,-21,-3,-4,-8,26,0,7
CCOC(=O)CCNC(=O)c1ccc2nc(C3CCCCC3)oc2c1,-1,2,2.1,-17,-6,2,-14,-6,0,-2
COC(=O)C1=C(C)NC2=C(C(=O)C(C(=O)OC)C(c3ccc(OC)cc3)C2)C1c1ccccn1 (stereo unspecified),2,-1,0.8,6,0,-16,5,11,-1,-1
COc1ccc(CSCC(=O)N/N=C/c2ccccc2O)cc1,4,2,-0.7,-3,4,23,15,5,-1,6
COc1ccc(-c2nn(-c3ccccc3)cc2CN2CCCO2)c(F)c1,3,4,0.2,-22,2,10,13,17,-1,8
NC(=O)[C@@H]1CCOc2c(F)cc([N+](=O)[O-])cc2C(=O)N[C@@H](CO)C(=O)NCC(=O)N1,3,4,-0.5,-10,5,-14,-16,19,-4,-6
Cc1noc(/C=C/c2ccco2)c1S(=O)(=O)N1CCC(C(=O)N2c3ccccc3CC2C)CC1 (stereo unspecified),4,-6,-0.7,-13,1,13,39,7,-27,13
Cc1cccc2cc(CN(Cc3cccs3)C(=S)NCC3CCCO3)c(=O)[nH]c12 (stereo unspecified),-3,0,-0.4,-21,0,17,24,7,-1,3
O=S(=O)(c1ccc(-c2csc(Nc3ccc(F)cc3)n2)cc1)N1CCCC1,2,8,-0.5,-7,5,-5,35,14,1,13
COc1ccc(OC)c(CN2CCN(C(=O)c3ccco3)CC2)c1,-2,7,0.8,-15,4,3,-1,10,-1,-6
CCN(c1ccc(OCC(=O)OCC(=O)c2c(N)n(C)c(=O)n(C)c2=O)cc1)S(=O)(=O)c1ccccc1,1,4,-0.3,-14,-5,-14,-17,12,-1,-9
COCCn1c(C)cc(C(=O)COC(=O)C23CC4CC(CC(O)(C4)C2)C3)c1C,35*,3,0.0,-97,2,-11,31,11,-3,-6
CCOc1ccc2nc(SCC(=O)Nc3ccc4[nH]c(=O)[nH]c4c3)[nH]c2c1,.,.,-0.1,.,-1,6,-6,7,2,2
CSc1nc(-c2ccccc2)nn1S(=O)(=O)c1ccc(Cl)cc1,-2,-1,0.0,-35,3,29,-13,-5,-2,4
O=c1[nH]c(N2CCCCC2)nc2ncn(Cc3ccccc3)c12,-1,-2,0.1,-8,0,-2,-6,13,-3,1
CCC(C)NC(=O)Cn1c(=O)n(CCCC(=O)NCc2ccccc2Cl)c(=O)c2ccccc21 (stereo unspecified),-1,-4,0.1,-12,2,8,-1,22,0,3
CCOc1cccc(C(c2c(C)n(C)n(-c3ccccc3)c2=O)c2c(C)n(C)n(-c3ccccc3)c2=O)c1OC,-5,-9,-0.3,-14,-1,-8,-4,25,0,-10
NC(=O)C1(NC(=O)[C@@H]2CC3(CC(c4cccc(NC(=O)[C@@H]5CCC(=O)N5)c4)=NO3)CN2C(=O)Cc2ccc(Cl)cc2)CC1 (stereo partly specified),1,4,1.6,-19,3,-12,19,19,1,-4
O=C(NCCCN1CCCC1=O)c1c(O)nc2ccccn2c1=O,2,-2,-0.2,-12,-1,-13,-21,15,0,-3
O/C=c1\ccc2cccc3nc(C(F)(F)F)nc1c23,7,-12,-3.2,-5,6,9,8,15,0,-9
Cn1c(Nc2ccc(F)cc2)nc2ccccc21,-4,3,0.5,-16,0,9,-8,1,-3,-1
Cc1ccc(/C=N/N=C/c2ccc(C)cc2)cc1,-2,-11,1.5,-10,-1,13,-110,3,-2,-3
CNC(=O)CSc1nc2nc(C)cc(C)n2n1,1,0,-0.1,-19,-10,16,-24,12,.,-4
O=C(c1ccc(S(=O)(=O)c2cccc(Cl)c2)c([N+](=O)[O-])c1)N1CCN(Cc2ccccc2)CC1,2,-6,-1.5,10,-1,-32,-8,15,0,-30
CCN(CC)S(=O)(=O)c1ccc(N2CCOCC2)c(NC(=O)Cc2ccc(Cl)cc2)c1,3,-6,0.0,-31,-3,18,9,20,-1,1
S=c1[nH]nc(COc2ccc3c(c2)OCO3)n1-c1ccccc1,0,0,0.0,9,3,-1,10,?,3,-3
C=CCn1c(Cc2nc3ccc(Cl)cc3[nH]2)n[nH]c1=S,0,-5,0.5,-18,-3,-2,3,18,1,-8
CCOC(=O)/C(C#N)=C/c1c(Oc2cc(C)cc(C)c2)nc2ccccn2c1=O,6,-4,-0.3,11,0,31,3,3,-3,4
O=C(COc1ccc2cc(Br)ccc2c1)N1CCCC1,-3,1,2.8,-68,-1,28,-62,22,-2,17
O=C(CN1CCCC1)Nc1ccc2c(c1)CCC2,-1,-2,1.2,-26,-1,7,-2,11,0,0
COC(=O)c1c(-c2ccc(OC)c(OC)c2)csc1N,-4,-2,-0.9,-4,-13,6,14,17,-3,-4
COC(=O)c1ccc(CN2CCC(Oc3cccc(C(=O)N4CCCC4)c3)CC2)cc1,3,1,-0.8,-11,1,3,17,49,4,-1
Cc1cc(C)c(NC(N)=S)c(C)c1,4,3,-0.1,4,2,0,-12,8,-3,-1
CCOC(=O)Cn1c(=O)c2c(nc3n2CCS3)n(C)c1=O,-2,-2,-0.1,-19,0,-1,-18,28,-2,-2
O=C(O)c1ccc(-c2ccccc2Cl)o1,28*,6,0.7,-22,6,13,-1,15,-4,-1
O=C(O)c1c(-c2ccccc2)oc2ccc(O)cc12,-4,-5,0.2,-20,3,30,3,16,-1,-1
O=C(Cc1cccc(C(F)(F)F)c1)Nc1ccccc1,5,2,-0.3,-5,-3,-1,-8,12,0,-5
Cc1ccccc1-c1noc(C(C)NC(=O)c2ccco2)n1 (stereo unspecified),1,7,0.2,-6,-5,-8,-21,-8,-2,9
CCCc1nc(N)c(C#N)c(-c2cccnc2)c1CC,3,8,-0.2,-23,-2,-2,22,-6,-1,-4
CC(=O)Nc1cc(ON=C(C)C)cc([N+](=O)[O-])c1,1,4,-0.2,-5,3,-3,2,22,1,-12
COc1ccc2nc(C)cc(Nc3ccc(N4CCOCC4)cc3)c2c1,-1,5,0.1,-41,1,-2,-21,3,-1,1
N#CC1=C2SCC(O)(c3ccccc3)N2C(=O)CC1c1ccccc1F (stereo unspecified),-3,15,2.2,21,1,0,-18,2,-3,2
NC(=O)CSc1oc(-c2ccc(F)cc2)nc1S(=O)(=O)c1ccccc1,-3,-12,-0.5,7,1,-16,5,13,0,-5
Cc1ccc(Nc2c(-c3ccc(N4CCOCC4)cc3)nc3ncccn23)cc1,8,-8,0.1,-13,4,2,30,23,1,-5
CN(C)S(=O)(=O)Nc1cccc(Br)c1,-1&3,-3&-1,-0.5,1&-11,-1,-5,8,4,-3,-9
Cc1cnc(NC(=O)CSc2nnc(CNc3ccc(F)cc3)n2CC2CCCO2)s1 (stereo unspecified),10,-7,-1.1,-10,0,20,13,0,-1,-2
CN1C(=O)c2ccccc2Sc2ccc(C(=O)O)cc21,1,4,-0.4,-10,-5,16,8,11,-1,1
Cc1ccc(-c2cc(C(F)F)nc(NCc3cccs3)n2)cc1,-2,1,-0.1,-31,6,-6,27,3,-1,5
OCC1(Cc2cccc(Cl)c2)CCCN(Cc2cn[nH]c2C2CCCCC2)C1 (stereo unspecified),-2,-6,-0.2,-33,0,-2,3,20,1,-5
CSc1ccccc1OCc1cc(C(=O)NC(C)CCn2cccn2)no1 (stereo unspecified),-2,4,0.1,-31,-1,1,6,9,-1,1
O=C(Nc1cccc(Oc2ccc(C(=O)O)c(C(=O)O)c2)c1)c1ccc(-c2ccccc2)cc1,-7,-5,-0.6,3,11,-17,21,19,-5,-15
Cc1c(Cc2ccccc2)c(=O)oc2c(C)c(OCC(=O)NCc3ccccn3)ccc12,-1,-5,0.4,-9,-3,-21,-4,.,-2,-10
Cn1cnnc1SCC(=O)Nc1ccc(F)cc1F,1,0,0.1,-3,0,14,12,3,-3,4
COc1cccc(NC(=O)N2CCCC2C(=O)NCc2ccco2)c1 (stereo unspecified),-1,-9,-0.1,-10,3,-4,11,18,1,4
CCCS(=O)(=O)N1CCC(C(=O)NCc2ccco2)CC1,0,0,-0.1,-24,3,2,6,-9,-2,1
CSCc1cc(N2CCOCC2)nc(-c2ccccc2)n1,-2,1,0.1,-18,2,3,10,8,-1,-9
NS(=O)(=O)c1ccc(CCNCc2cccs2)cc1,2,9,-0.3,-33,0,-1,7,9,-2,0
